Compound activity deposited in PubChem by The Scripps Research Institute Molecular Screening Center.
LYPLA2 counter: LYPLA2 (human) inhibition in PME1 counter-screen; O95372; recombinant LYPLA2, FP-Rh probe fluorescence polarization; inhibition, % at 5.9 µM; 320,000 tested, 0.38% active;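 active means inhibition above the screen-wide mean plus 3 SD, limit set per campaign, cut at about 26% in these data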;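 further: 0% = LYPLA2 with DMSO and 100% = wells lacking LYPLA2 enzyme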
PREPL inhibitor: inhibitors of human prolyl oligopeptidase-like enzyme PREPL | Q4J6C6 | recombinant PREPL, fluorescence polarization activity-based probe | inhibition, % at 5.96 µM | 320,000 tested, 0.68% active; in the data active means inhibition above about 43%;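 further: 0% = enzyme with DMSO and 100% = wells lacking enzyme; many of its hits are not listed in these tables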
PAFAH1B3 inh: PAFAH1B3 (human) inhibition; Q15102; recombinant PAFAH1B3, FP-rhodamine probe, fluorescence polarization; inhibition, % at 3.39 µM; 340,000 tested, 0.28% active; AID 492972;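 active means inhibition above the screen-wide average of all tested compounds plus 3 SD, cut at about 25% in these data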;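 further: 0% = enzyme with DMSO only and 100% = wells lacking PAFAH1B3 protein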
Target sequence (Q15102 whole entry, looked up): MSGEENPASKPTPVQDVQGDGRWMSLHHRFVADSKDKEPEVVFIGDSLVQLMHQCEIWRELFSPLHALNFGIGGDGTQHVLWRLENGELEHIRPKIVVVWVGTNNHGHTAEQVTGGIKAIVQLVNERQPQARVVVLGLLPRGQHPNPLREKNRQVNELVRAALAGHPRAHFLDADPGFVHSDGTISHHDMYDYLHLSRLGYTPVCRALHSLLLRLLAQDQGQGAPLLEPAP
PAD4 FP inh: PAD4 (human) enzyme inhibition. Q9UM07. recombinant PAD4, RCA probe fluorescence polarization. inhibition, % at 6.36 µM. 330,000 tested, 0.41% active;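 active means percent inhibition above a cutoff equal to the mean of all tested compounds plus 3 SD, cut at about 15% in these data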;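 further: 0% = PAD4 with RCA probe and DMSO and 100% = probe without PAD4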
Target sequence (Q9UM07 whole entry, looked up): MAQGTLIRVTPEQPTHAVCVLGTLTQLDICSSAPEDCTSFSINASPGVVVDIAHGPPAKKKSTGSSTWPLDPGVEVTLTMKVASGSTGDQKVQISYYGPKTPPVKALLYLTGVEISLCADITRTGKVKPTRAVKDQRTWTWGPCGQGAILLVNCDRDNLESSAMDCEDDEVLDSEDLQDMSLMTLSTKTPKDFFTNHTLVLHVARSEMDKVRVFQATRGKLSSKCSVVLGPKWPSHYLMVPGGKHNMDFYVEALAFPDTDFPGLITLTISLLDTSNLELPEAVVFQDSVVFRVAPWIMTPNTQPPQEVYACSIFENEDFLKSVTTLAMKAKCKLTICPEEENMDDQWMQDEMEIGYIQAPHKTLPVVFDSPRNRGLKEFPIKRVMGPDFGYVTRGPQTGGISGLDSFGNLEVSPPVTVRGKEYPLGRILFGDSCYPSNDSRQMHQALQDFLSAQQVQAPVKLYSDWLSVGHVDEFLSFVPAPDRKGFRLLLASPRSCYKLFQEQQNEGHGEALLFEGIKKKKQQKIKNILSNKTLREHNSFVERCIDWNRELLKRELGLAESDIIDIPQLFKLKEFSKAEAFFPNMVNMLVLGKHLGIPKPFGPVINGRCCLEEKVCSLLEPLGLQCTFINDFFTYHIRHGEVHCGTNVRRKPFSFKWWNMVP
LYPLA1 counter: LYPLA1 (human) inhibition in PME1 counter-screen; O75608; recombinant LYPLA1, FP-Rh probe fluorescence polarization; inhibition, % at 5.9 µM; 320,000 tested, 0.16% active; AID 2174;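 active means inhibition above the mean of all tested compounds plus 3 SD, set per campaign, cut at about 14% in these data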;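 further: inhibitors block serine hydrolase probe labeling of LYPLA1 so polarization falls; 0% = enzyme with DMSO and 100% = wells lacking LYPLA1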
EBNA-1 inhibitor: blocks EBNA-1 binding to DNA; EBNA-1 DNA binding, fluorescence polarization; inhibition, % at 14.8 µM; 300,000 tested, 0.34% active; in the data active means inhibition above about 28%
ZTA DNA inh: ZTA (EBV) inhibition in EBNA-1 counter-screen | ZTA-DNA binding, fluorescence polarization | inhibition, % at 11 µM | 320,000 tested, 0.15% active | AID 2234; in the data active means inhibition above about 33%
GSTO1 inh: blocks human GSTO1 in RBBP9 counter-screen; P78417; recombinant GSTO1, activity-based probe fluorescence polarization; inhibition, % at 5.96 µM; 300,000 tested, 1.1% active;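 active means inhibition above the campaign mean inhibition plus 3 SD, cut at about 35% in these data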;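 further: 0% = GSTO1-1 with DMSO and 100% = wells lacking GSTO1-1 enzyme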
PAFAH2 FP inh: inhibitors of human PAFAH2; 340,000 tested, 0.99% active; recombinant PAFAH2, FP-rhodamine activity probe, fluorescence polarization; inhibition, % at 3.39 µM; Q99487;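 active means inhibition above the mean over all tested compounds plus 3 SD, cut at about 30% in these data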;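 further: inhibitors block probe labeling of enzyme so polarization drops; 0% = enzyme with DMSO and 100% = wells lacking PAFAH2 protein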
* marks the source's active call; other numbers are inactive results; nt = not tested or not shown; + = active, no number; & = joins results of further samples.

Sample of the layout, 3 compounds:
SMILES	LYPLA2 counter	PREPL inhibitor	PAFAH1B3 inh	PAD4 FP inh	LYPLA1 counter	EBNA-1 inhibitor	ZTA DNA inh	GSTO1 inh	PAFAH2 FP inh
CCOC(=O)C1CCCN(C(=O)c2cc(CN3C(=O)c4ccccc4C3=O)ccc2OC)C1 (stereo not drawn)	-3	5	9	3	-3	5	6	5	4
CSCc1nc2sc(C(=O)Nc3nc(C)cs3)c(C)c2c(=O)[nH]1	-2	15	6	-3	-5	-6	-8	2	-3
Cc1[nH][nH]c(=O)c1N=Nc1ccccc1Cl	-3	0	6	0	2	-10	-4	-1	-3

The list itself, from the first entry:
SMILES	LYPLA2 counter	PREPL inhibitor	PAFAH1B3 inh	PAD4 FP inh	LYPLA1 counter	EBNA-1 inhibitor	ZTA DNA inh	GSTO1 inh	PAFAH2 FP inh
CCOC(=O)C1CCCN(C(=O)c2cc(CN3C(=O)c4ccccc4C3=O)ccc2OC)C1 (stereo not drawn)	-3	5	9	3	-3	5	6	5	4
CSCc1nc2sc(C(=O)Nc3nc(C)cs3)c(C)c2c(=O)[nH]1	-2	15	6	-3	-5	-6	-8	2	-3
Cc1[nH][nH]c(=O)c1N=Nc1ccccc1Cl	-3	0	6	0	2	-10	-4	-1	-3
O=[N+]([O-])c1ccc(C2=CSC3=NCCN23)cc1	5	1	-2	0	2	-1	-5	3	5
Cc1cccn2c(=O)c3cc(C(=O)NCC4CCCO4)c(=N)n(C4CCCC4)c3nc12 (stereo not drawn)	-3	22	-1	3	-2	11	12	1	-2
Cc1ccc2nc(/C(C#N)=C\c3ccc(Oc4ccc([N+](=O)[O-])cn4)cc3)[nH]c2c1	-4	3	-3	1	-15	-4	-4	-5	-9
CC1CCN(CCCn2c(=S)[nH]c3ccc(N4CCOCC4)cc3c2=O)CC1	1	19	15	1	-2	4	7	15	5
O=C(/C=C/c1ccc(OC(F)F)cc1)OCC(=O)N1CCc2ccccc21	-1	3	4	-1	0	4	1	-1	5
O=C(NS(=O)(=O)Oc1ccc(Cl)cc1)OC[C@@H]1CCCN2CCCC[C@H]12	-7	13	2	0	-3	-2	-3	-2	2
COC(=O)c1cc2sccc2n1CC(=O)N(C)c1ccccc1	-4	-6	2	-1	-3	-4	-6	-4	5
CN1c2ccccc2C(O)=C(C(=S)Nc2ccc(F)c(Cl)c2)S1(=O)=O	6	0	-2	1	1	-1	-4	-39	19
O=C(CN1C(=O)C(=O)N(Cc2ccco2)C1=O)c1c[nH]c2ccccc12	-2	25	6	-7	0	-1	3	-14	0
Cc1noc(C)c1COc1cccc(C(=O)N(C)Cc2nc3ccccc3c(=O)[nH]2)c1	0	1	6	1	2	nt	-2	nt	0
N/C(=N\OC(=O)COc1ccc(Cl)cc1Cl)c1ccccn1	13	3	3	3	-1	5	-3	0	3
COc1ccc(CC(=O)N/N=C(\C)c2ccccn2)cc1	-9	-3	9	2	0	7	10	9	-1
Cc1ccc(C)c(C(=O)CN2C3=NCCCN3c3ccccc32)c1	6	-15	10	-1	1	1	7	-6	4
CC1(C)CC(=O)c2cc(OCC(=O)NCC3CCCO3)ccc2O1 (stereo not drawn)	2	12	8	-6	-5	-7	-2	3	3
O=c1c2ccccc2nc(SCc2nnc(-c3ccccc3)o2)n1-c1ccc(F)cc1F	-3	-7	5	-1	-4	1	-12	-11	1
O=C(NCc1ccccc1)c1ccc(NC2=NC3CS(=O)(=O)CC3S2)cc1 (stereo not drawn)	3	-8	5	1	0	8	-8	-1	-5
O=C(N=C1SC2CS(=O)(=O)CC2N1c1cc(Cl)ccc1Cl)C1CCCO1 (stereo not drawn)	12	9	10	4	0	-20	4	6	8
CCN(CC)C(=O)C1=C(C)NC(=S)NC1c1cccs1 (stereo not drawn)	0	1	8	-1	-2	1	-3	-7	-8
Cc1cc(C)cc(NC(=O)C(OC(=O)C2=COCCO2)c2ccccc2)c1 (stereo not drawn)	-1	11	-1	-3	0	9	-5	2	-1
CCOC(=O)C1=C(CNCc2ccc(F)cc2)NC(=O)NC1c1cccc([N+](=O)[O-])c1 (stereo not drawn)	-7	9	4	5	-1	-8	-11	12	2
NC(=O)N/N=C/c1ccc(N2CCOCC2)s1	5	6	-10	2	-2	-1	-14	3	-3
COc1ccc(C(CNC(=O)Cc2c(F)cccc2Cl)N2CCCCC2)cc1 (stereo not drawn)	12	2	-3	-5	-6	-1	3	7	-7
COc1ccc(OC)c(CNn2c(-c3ccccc3F)nc3ccccc3c2=O)c1	0	5	1	6	0	2	-11	1	2
Cn1c(N)c(C(=O)COC(=O)CC(NC(=O)c2ccccc2Cl)c2ccccc2)c(=O)n(C)c1=O (stereo not drawn)	-3	3	-8	-8	-3	-4	-3	-13	-6
Cc1c(C)c2cc(Cl)c(OCC(=O)N3CCN(c4ccc(F)cc4)CC3)cc2oc1=O	-2	-26	5	1	1	-1	5	-8	0
CC(C)C[C@H]1CNC(=O)C(=O)N1C[C@H](C)NC(=O)Cc1ccccc1	0	10	0	-5	-1	4	13	4	-4
N=c1oc2ccc(Cl)cc2cc1C(=O)Nc1ccc(F)cc1	2	6	5	0	2	-9	-7	3	-2
CC1=NN(c2ccccc2)C(=O)/C1=C\C=C1/N(C)c2ccccc2C1(C)C	-5	32	3	-9	-5	5	5	72*	-1
COc1ccc(C2OC34CCCCC3C(C#N)(C#N)C2(C#N)C(=N)O4)cc1 (stereo not drawn)	14	14	50*	11	12	4	12	13	61*
c1ccc(-c2ccccc2OCCCCN2CCCCC2)cc1	3	10	-4	2	0	-8	15	-5	0
CCn1cnc2cc(NS(=O)(=O)c3ccc(C)cc3)ccc21	0	4	-1	-1	-2	-15	-21	2	-1
COc1ccc(C2=NN(CC(=O)NCc3ccco3)C(=O)CC2)cc1	-1	12	0	2	0	4	5	1	2
CC(=O)c1c(N2CCN(c3ccccc3)CC2)nc(=S)n(-c2ccccc2)c1C	6	37	-8	-9	1	-16	-7	7	-1
Cc1cc(C(=O)NCCc2ccc(Cl)cc2)c(C)o1	6	6	-4	3	4	-6	-5	-1	5
C=CCOc1c(Cl)cc(CNc2ccc(N(C)C)cc2)cc1OC	5	20	7	25*	-3	+	+	77*	11
COc1ccc(OCCn2c(=N)n(CCO)c3ccccc32)cc1	-2	-7	-2	-3	-1	3	3	0	-4
COc1ccc(CCNC(=O)Cn2c(=O)oc3ccccc32)cc1OC	6	-4	1	-5	0	1	-14	2	0
COc1ccc(Cl)cc1NS(=O)(=O)c1cccc(C(=O)NCCCN2CCCC2=O)c1	7	2	3	2	5	19	2	2	-1
O=C(COC(=O)C12CC3CC(CC(Br)(C3)C1)C2)Nc1cccnc1Cl	-5	10	3	0	1	-5	1	7	6
Cn1nnnc1SCC(=O)NC1CCCC1	-1	-3	3	-4	6	3	-7	5	0
OCCN1CN=C(Nc2nc3ccccc3o2)NC1	9	-7	1	1	0	3	1	1	-3
C=CCC1CCCC(=O)N2CC[C@H](O)C12 (stereo partly drawn)	-1	11	4	5	-2	3	0	14	-4
O=C(N=C1SC2CS(=O)(=O)CC2N1Cc1ccccc1Cl)C1CC1 (stereo not drawn)	3	-9	9	5	-2	1	-9	0	0
CCOC(=O)c1sc(NC(=O)CSc2nccn2C)nc1C	2	1	8	2	-2	13	10	6	0
Cc1cccc(-n2c(C)nc3sccc3c2=O)c1	-3	-11	2	-1	-1	-14	-6	-4	5
Cc1cc(=O)oc(C)c1C(=O)N1CCCCC1	-3	10	1	2	-1	4	-6	9	-2
CCOP(=O)(OCC)C(C#N)=C1SCN(c2ccccc2)CS1	4	13	5	9	0	1	7	5	4
CCOC(=O)c1sc(=NC(=O)C2CC2)n(C)c1C	-9	-8	0	3	1	-10	8	12	0
Cc1cc(C)c(S(=O)(=O)Cc2ccc(Cl)cc2)c(=O)[nH]1	-4	-2	-2	-2	0	1	-8	-5	2
CCCC(=O)N1CCN(c2ccc([N+](=O)[O-])c(NC(C)c3ccccc3)c2)CC1 (stereo not drawn)	2	4	4	3	2	-6	-1	-13	3
CCOc1ccccc1NC(=O)CSc1nc(=O)n(CCN2CCOCC2)c2c1CCCC2	8	3	3	0	2	-2	0	4	-3
NC(=S)NNC(=O)Nc1cccc(Cl)c1	1	8	-7	2	2	13	12	0	3
Cc1nonc1NC(=O)Nc1cccnc1	2	8	-1	-1	1	10	9	1	4
O=c1[nH][nH]c(-c2ccccc2)c1C=Nc1ccc(OC(F)(F)F)cc1	2	-2	5	-4	1	0	19	11	-7
O=C(CN(CCc1ccccc1)C(=O)c1csnn1)NC1CCCC1	6	5	4	0	2	5	7	10	1
Cc1nn(-c2cccc(Cl)c2)c2c1C(c1cccnc1)C(C#N)=C(N)O2 (stereo not drawn)	-3	7	-1	62*	-1	-21	-14	7	7
CC(=O)c1sc2nc(=O)c(C)nn2c1C	-3	10	-10	-1	-1	-1	-9	6	5

A different layout for some results above.
Fields – LYPLA2 counter, PREPL inhibitor, PAFAH1B3 inh, PAD4 FP inh, LYPLA1 counter, EBNA-1 inhibitor, ZTA DNA inh, GSTO1 inh, PAFAH2 FP inh
Cc1nonc1NC(=O)Nc1cccnc1
 : 2, 8, -1, -1, 1, 10, 9, 1, 4
O=c1[nH][nH]c(-c2ccccc2)c1C=Nc1ccc(OC(F)(F)F)cc1
 : 2, -2, 5, -4, 1, 0, 19, 11, -7

Following part:
SMILES	LYPLA2 counter	PREPL inhibitor	PAFAH1B3 inh	PAD4 FP inh	LYPLA1 counter	EBNA-1 inhibitor	ZTA DNA inh	GSTO1 inh	PAFAH2 FP inh
COC(=O)Cc1c(C(=O)OC)nnn1-c1ccc(OC)cc1	1	6	0	3	3	-3	5	2	0
CN(C)c1cccc(NC(=O)c2ccco2)c1	5	20	5	-4	1	-7	-11	10	12
ClC(Cl)(Cl)c1nc(N/N=C/c2ccncc2)c2ccccc2n1	-31	-16	-15	4	-19	23	7	-20	-18
CC(Sc1nnc(-c2ccco2)n1C)C(=O)NC1CCCC1 (stereo not drawn)	2	-2	3	4	-2	nt	-3	nt	-6
Cc1cc(Cl)ccc1OCC(=O)Nc1nc(-c2cccs2)cs1	-40	1	-7	5	-26	-9	-5	-4	-11
CCOc1ccc(N2C(=O)c3cccnc3C2Nc2ccc(OC)cc2)cc1 (stereo not drawn)	0	14	1	2	0	-7	-6	1	0
COc1ccc2c(C(=O)NCCCCO)c(-c3ccc(S(C)(=O)=O)cc3)sc2c1	nt	19	11	-3	nt	nt	nt	nt	-22
COc1ccc(OC)c(C2C(C(=O)c3ccc(C)o3)=C(O)C(=O)N2CCCN2CCOCC2)c1 (stereo not drawn)	0	0	5	4	-3	-12	-3	-8	-11
Cc1ccccc1NC(=O)CCC(=O)OCC(=O)c1ccc(-c2ccccc2)cc1	-8	-22	0	1	-5	14	12	1	-8
Cc1nnc(SCC(=O)N2c3ccccc3Sc3ccccc32)n1N	1	-8	8	-1	-2	-10	6	-3	3
CCN(CC)C(=O)CSc1nnc(-c2c[nH]c3ccccc23)o1	0	-3	2	2	5	-4	3	-4	1
Cc1ccccc1OCc1nnc(SCC(=O)O)n1-c1ccccc1	7	-10	11	1	1	-13	-18	5	2
Cc1ccc(Cl)cc1N(CC(=O)N1CCOCC1)S(C)(=O)=O	3	-1	15	-2	5	3	1	-3	-2
CCN(CC)C(=O)CSC1=C(C#N)C(c2ccco2)C(C(=O)OCCOC)=C(C)N1 (stereo not drawn)	-1	-1	5&2	1	0	5	0	5	3&-7
Cc1ccc(C(=O)Nc2ccc3c(c2)OCCO3)c(C)c1	0	8	-2	-5	-1	0	-5	10	-4
COc1ccc(NC(=O)C2C3C=CC4(O3)C2C(=O)N(CCN2CCCCC2C)C4C(=O)NC2CCCCC2)cc1 (stereo not drawn)	3	38	2	-1	1	-12	-3	-3	-3
Cc1ccc(NC(=S)N2CCN(C3CCCCC3)CC2)cc1	1	-4	12	2	0	2	6	0	8
COc1cccc(CN2CCN(Cc3cccc(Oc4ccccc4)c3)CC2)c1OC	5	11	8	-1	-1	-5	-9	-2	-3

Not all compounds are listed (hit frequency here may not be typical).
